Compound activity (PubChem)
p53null 32C tox = kills p53 null cells at the permissive temperature | AID 903 | Potency, µM (highest dose often 46.1 µM), for the others: at the top dose activity change, negative = cytotoxicity, actives largely listed as cytotoxic | H1299-neo p53 null cells, ATP luminescence, 24 h, 32C | actives 0.62% (n = 55,000);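 also: potency is read from the fitted curve at half-maximal effect; 0% = DMSO only and -100% = full killing by 100 µM tamoxifen; nearly all actives have a fitted effect of over 55% in size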
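AC50 values derive from Hill modelling of qHTS concentration-response data (up to 46 uM) in H1299-neo cells. Cells were treated 24 h at 32C following overnight attachment at 37C; viability was read as cellular ATP.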
FH mod = Identification of activators of human fumarate hydratase by quantitative high-throughput screening | FH coupled MDH/diaphorase resazurin fluorescence, 15 min | actives 0.22% (n = 54,000) | Potency, µM (series often up to 79.9 µM), for inactives: at the highest dose activity change, negative = inhibition, hits mostly inhibitors | AID 1347055, 2019 | Fumarate hydratase, mitochondrial (Homo sapiens), P07954; also: potency is read from the fitted curve at half-maximal effect; % is scaled to controls: 0 for no effect and ±100 for the full control effect; the screen sought activators but most active calls are inhibition curves; nearly all actives have a fitted effect of over 45% in size
Target sequence (P07954 whole entry, looked up): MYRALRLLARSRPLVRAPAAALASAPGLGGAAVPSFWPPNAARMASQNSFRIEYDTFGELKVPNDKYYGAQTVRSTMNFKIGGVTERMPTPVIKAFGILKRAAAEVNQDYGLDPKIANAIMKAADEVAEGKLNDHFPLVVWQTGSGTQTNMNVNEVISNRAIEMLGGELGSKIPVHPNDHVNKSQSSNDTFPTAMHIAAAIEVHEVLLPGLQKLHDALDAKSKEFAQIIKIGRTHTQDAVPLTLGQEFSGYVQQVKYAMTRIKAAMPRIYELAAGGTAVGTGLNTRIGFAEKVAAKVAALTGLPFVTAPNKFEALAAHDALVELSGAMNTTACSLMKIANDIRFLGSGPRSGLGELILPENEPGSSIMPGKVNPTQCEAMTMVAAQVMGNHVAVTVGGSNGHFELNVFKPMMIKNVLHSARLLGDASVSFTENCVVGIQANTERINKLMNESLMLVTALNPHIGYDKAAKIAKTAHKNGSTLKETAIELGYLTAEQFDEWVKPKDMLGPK
PTAP-TSG101 blk = TSG101-PTAP interaction inhibition, HIV-1 budding | Q99816 | Fluorescence polarization, FITC-PTAP peptide/Tsg101, 20 min | Potency, µM (titrated, usually from 115 µM), for inactives: at the highest dose activity change, negative = inhibition, actives largely listed as inhibitors | 44,000 tested, under 10 active | AID 1347069; also: potency is read from the fitted curve at half-maximal effect; 0% is about no effect
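Read-out is FITC fluorescence polarization. Compounds were added to Tsg101 binding domain (10 uM final), then FITC-PTAP peptide (50 nM final), 20 min at r.t. Total S+P intensity flags fluorescent compounds.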
p53null 39C tox = kills p53 null cells at the nonpermissive temperature; actives 0.97% (n = 55,000); Potency, µM (top dose mostly 46.1 µM), for the others: at the highest dose activity, negative = cell killing, actives largely listed as cytotoxic; H1299 p53-null (neo) cells, 39C, ATPlite viability, 24 h;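 also: potency is read from the fitted curve at half-maximal effect; 0% = DMSO only and -100% = full killing by 100 µM tamoxifen; nearly all actives have a fitted effect of over 50% in size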
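Luminescent ATP signal reported cell survival after H1299 lines (neo, p53 null; or p53 A138V) received up to 46 uM compound and 24 hr incubation at 39C.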
GALK inh = inhibits human galactokinase; recombinant GALK, Kinase-Glo ATP luminescence, 1 h; P51570; Potency, µM (highest dose often 57.5 µM), for the others: at the highest dose activity, negative = inhibition, hits mostly inhibitors; 44,000 tested, under 10 active; AID 1347072;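 also: plate controls were full GALK reaction for no effect and reaction lacking GALK for full effect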
Target sequence (P51570 whole entry, looked up): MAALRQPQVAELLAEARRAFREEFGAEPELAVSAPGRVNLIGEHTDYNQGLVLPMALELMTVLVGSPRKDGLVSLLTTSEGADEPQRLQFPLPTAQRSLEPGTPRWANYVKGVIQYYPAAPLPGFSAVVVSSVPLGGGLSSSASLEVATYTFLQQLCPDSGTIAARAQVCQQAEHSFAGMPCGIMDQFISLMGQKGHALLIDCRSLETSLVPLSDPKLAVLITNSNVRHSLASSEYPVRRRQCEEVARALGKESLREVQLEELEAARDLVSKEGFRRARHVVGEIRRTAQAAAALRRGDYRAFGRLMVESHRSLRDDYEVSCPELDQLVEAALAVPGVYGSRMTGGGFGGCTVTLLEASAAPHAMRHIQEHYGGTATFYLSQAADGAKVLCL
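5 nM GALK; 35 uM ATP; 100 uM D-galactose; 20 mM HEPES pH 8.0, 5 mM MgCl2, 60 mM NaCl, 1 mM DTT, 0.01% BSA; 1 h RT; Kinase-Glo Plus luminescence.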
NTMT1 inh = blocks human N-terminal methyltransferase 1 activity. Q9BV86. NTMT1 MTase-Glo SAH luminescence, purified enzyme. Potency, µM (top dose mostly 114 µM), inactives show at the top dose activity change, negative = inhibition, hits mostly inhibitors. actives 2.5% (n = 59,000). AID 1645870;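 also: potency is read from the fitted curve at half-maximal effect; plate controls were DMSO vehicle for no effect and no enzyme for full effect; nearly all actives have a fitted effect of over 65% in size; many of its hits are not listed in these tables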
B2AR arrestin ag = ADRB2 beta-arrestin recruitment | P07550 | HTLA Tango cells, beta-arrestin recruitment, luciferase luminescence, 18 h | 44,000 tested, under 10 active | Potency, µM (titrated, usually from 46.1 µM), inactives show at the top dose activation, hits mostly activators;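 also: potency is read from the fitted curve at half-maximal effect; 0% = DMSO and full agonism = EC100 isoproterenol or metaproterenol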
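First, Tango cells carrying beta2-AR and beta-arrestin fusions received compound up to 46 microM. After 18 hr at 37 degrees C, luciferase substrate was added for 15 minutes, then luminescence gave %Activity for curve fitting.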
* marks the source's active call; other numbers are inactive results; ? = inconclusive; . = not tested or not shown; [ ] = remark or other dose. Calls follow the shape of the dose curve; as a rule, active = well fitted curve in the direction sought with a large enough effect; inconclusive = small, poorly fitted or top-dose-only effect, or another doubt; inactive = no such curve, though single readings can be large; an effect the other way counts as inactive or inconclusive.

item	mol	p53null 32C tox	FH mod	PTAP-TSG101 blk	p53null 39C tox
1	CCn1cc(C(=O)NCc2ccc(Cl)cc2)c(=O)c2cc(S(=O)(=O)N3CCc4ccccc4C3)ccc21	4%	-19%	0%	-8%
2	Cc1ccc(NC(=O)CSc2cn(CC(=O)N3CCCCCC3)c3ccccc23)cc1	-7%	5%	3%	0%
3	Cc1cc(Cl)ccc1NS(=O)(=O)c1cc2[nH]c(=O)c(=O)[nH]c2cc1C	-5%	-14%	-13%	-5%
4	COC(=O)c1ccc(CSc2nc3c(c(=O)[nH]2)CCC3)cc1	-9%	-6%	0%	15%
5	COc1ccc(N2CCN(CCCNC(=O)c3cnn(-c4ccc(C)cc4)c3-n3cccc3)CC2)cc1	-5%	.	-2%	16%
6	CC(=O)N1CCCc2cc(S(=O)(=O)N3CCCC(C(=O)Nc4ccc(C)c(F)c4)C3)ccc21 (stereo unspecified)	6%	?	-1%	12%
7	CCOc1ccc(CNC(=O)C2CCCN(S(=O)(=O)N(CC)c3ccc(OCC)cc3)C2)cc1 (stereo unspecified)	20%	-13%	-4%	23%
8	COc1ccc(CC(=O)N2CCc3cc(OC)c(OC)cc3C2COc2ccc3c(C)cc(=O)oc3c2)cc1OC (stereo unspecified)	2%	-12%	1%	-16%
9	Cc1ccc(-n2nc3c(N4CCC(C(=O)NCCc5ccccc5)CC4)nnc(C)c3c2C)cc1	11%	-11%	-5%	-28%
10	Cc1ccc(C)c(NS(=O)(=O)c2cc3c4c(c2)C(C)C(=O)N4CCC3)c1 (stereo unspecified)	-9%	-14%	-3%	?
11	CC(C)(C)OC(=O)N1CCC(c2c(C(=O)NCc3ccccn3)cnn2-c2ccccc2)CC1	15%	0%	-8%	-18%
12	CCOC(=O)C1CCN(c2nc3c(S(=O)(=O)c4ccccc4)nnn3c3ccsc23)CC1	?	-15%	3%	-29%

item	GALK inh	NTMT1 inh	B2AR arrestin ag
1	10%	?	1%
2	2%	-7%	-2%
3	-1%	-19%	0%
4	2%	-3%	-1%
5	-4%	.	-1%
6	0%	7%	0%
7	2%	10%	2%
8	0%	-4%	0%
9	2%	0%	1%
10	0%	-19%	-3%
11	2%	7%	-1%
12	1%	-1%	0%

(further entries)
item	mol	p53null 32C tox	FH mod	PTAP-TSG101 blk	p53null 39C tox
13	Cc1ccc(CNC(=O)C2CCC(CNS(=O)(=O)c3ccc4c(c3)CCCC(=O)N4)CC2)cc1 (stereo unspecified)	-8%	11%	-1%	-11%
14	CCOc1ccc(CCNC(=O)c2cn(C)c3ccc(S(=O)(=O)N4CCCCCC4)cc3c2=O)cc1OCC	-4%	?	0%	16%
15	Cc1ccc(CN2CCSc3ccc(C(=O)NCCc4ccccc4)cc32)cc1	?	-23%	2%	0%
16	Cc1cccc(NC(=O)N2CCC(CN3CCc4ccccc4C3)CC2)c1C	-9%	-15%	0%	-1%
17	CC(C)CCNC(=O)c1ccc2c(c1)NC(=O)C(CS(=O)(=O)Cc1cccc(Br)c1)N2 (stereo unspecified)	-20%	-23%	11%	-20%
18	CCn1ccc2cc(S(=O)(=O)N3CCC(C(=O)NCCc4ccc(C)cc4)CC3)ccc21	3%	-2%	-3%	?
19	COc1ccc(-c2nc(CN3CCC(C(=O)NCCCN4CCN(c5ccccc5F)CC4)CC3)c(C)o2)cc1OC	-18%	-39%	-5%	-30%
20	COc1cccc(CNC(=O)CSc2nc(=O)[nH]c3c2CCC3)c1	3%	-6%	-10%	3%
21	CSc1ncc(C(=O)N2CCN(c3ccc(Cl)cc3)CC2)c(C)n1	-3%	-16%	-5%	-8%
22	Cc1cccc(NC(=O)Cn2nc(N3CCN(c4ccccc4)CC3)ccc2=O)c1C	7%	-13%	1%	-7%
23	CCOC(=O)C1CCCN(C(=O)c2nn(-c3ccc(OC)cc3)c(=O)c3c2c2ccccc2n3C)C1 (stereo unspecified)	6%	-34%	-5%	-13%
24	CCN(C(=O)c1cn(-c2cccc(OC)c2)c(=O)c2ccccc12)c1ccccc1C	5%	14%	2%	89%[activator]

item	GALK inh	NTMT1 inh	B2AR arrestin ag
13	-2%	0%	-1%
14	-1%	?	-2%
15	0%	6%	1%
16	-2%	-26%	0%
17	-2%	-19%	-1%
18	0%	-6%	0%
19	9%	-18%	0%
20	-5%	11%	-2%
21	-2%	-12%	2%
22	0%	?	0%
23	8%	5%	-1%
24	3%	?	0%

Whole records, looked up by structure. Values in the order: p53null 32C tox, FH mod, PTAP-TSG101 blk, p53null 39C tox, GALK inh, NTMT1 inh, B2AR arrestin ag
CSc1ncc(C(=O)N2CCN(c3ccc(Cl)cc3)CC2)c(C)n1 as listed: -3%, -16%, -5%, -8%, -2%, -12%, 2%
CCOC(=O)C1CCCN(C(=O)c2nn(-c3ccc(OC)cc3)c(=O)c3c2c2ccccc2n3C)C1 (stereo unspecified) as listed: 6%, -34%, -5%, -13%, 8%, 5%, -1%
Cc1ccc(CN2CCSc3ccc(C(=O)NCCc4ccccc4)cc32)cc1 as listed: ?, -23%, 2%, 0%, 0%, 6%, 1%
CC(C)CCNC(=O)c1ccc2c(c1)NC(=O)C(CS(=O)(=O)Cc1cccc(Br)c1)N2 (stereo unspecified) as listed: -20%, -23%, 11%, -20%, -2%, -19%, -1%
CCOc1ccc(CNC(=O)C2CCCN(S(=O)(=O)N(CC)c3ccc(OCC)cc3)C2)cc1 (stereo unspecified) as listed: 20%, -13%, -4%, 23%, 2%, 10%, 2%

(cont.)
item	mol	p53null 32C tox	FH mod	PTAP-TSG101 blk	p53null 39C tox
25	CCn1cc2nc(SCc3ccccc3Cl)n(Cc3ccc(OC)cc3)c(=O)c2n1	23%	?	-8%	53%[activator]
26	CCN(CC)C(=O)COc1ccc(-c2nnc(Nc3ccc(OC)c(C(=O)NC)c3)c3ccccc23)cc1	5%	-8%	4%	16%
27	CCOc1ccc(CCNC(=O)CN2C(=O)COc3ccc(S(=O)(=O)N4CCC(C)CC4)cc32)cc1	-1%	-8%	-11%	2%
28	O=S(=O)(c1ccccc1)c1nc(-c2ccc(F)cc2)oc1NCc1ccccc1	11%	-22%	-4%	0%
29	O=C(NCc1ccccc1)C(=O)NCC(c1cccs1)S(=O)(=O)c1cccs1 (stereo unspecified)	3%	-6%	1%	4%
30	O=C(OCc1cc(=O)n2nc(-c3cccs3)sc2n1)c1ccccc1	-2%	8%	-4%	-9%
31	CC(=O)Nc1ccc(NC(=O)C2CCN(c3cnccn3)CC2)cc1	2%	-1%	-5%	-4%
32	COc1ccccc1N1CCN(C(=O)c2sc3nc4n(c(=O)c3c2C)CCC4)CC1	1%	1%	11%	-16%
33	CCc1ccc(C2CC(=O)Nc3cc4c(cc32)OCO4)cc1 (stereo unspecified)	14%	-6%	-2%	3%
34	COc1ccc(C)cc1N(C)C(=O)c1sc2nc3n(c(=O)c2c1C)CCCCC3	-1%	4%	7%	-14%
35	CC(C)CNc1cc(NC2CCCCC2)c2c3c(onc13)-c1ccccc1C2=O	-11%	1%	-2%	-6%
36	O=C(NCCc1ccccc1)c1ccc2c(c1)N(Cc1ccccc1)C(=O)c1ccccc1S2=O (stereo unspecified)	-1%	-14%	2%	5%

item	GALK inh	NTMT1 inh	B2AR arrestin ag
25	3%	-3%	0%
26	-13%	-3%	-2%
27	-2%	-1%	1%
28	0%	5%	0%
29	-2%	8%	-2%
30	4%	-11%	0%
31	?	?	-1%
32	1%	-23%	0%
33	-9%	89µM*	0%
34	-1%	5%	3%
35	5%	?	1%
36	-1%	9%	?

The results go on.
item	mol	p53null 32C tox	FH mod	PTAP-TSG101 blk	p53null 39C tox
37	CCOc1ccccc1NC(=O)Nc1cc(C(=O)NCc2ccc(C)cc2)ccc1N1CCCC1	-10%	-12%	-5%	-5%
38	COC(=O)c1ccccc1NC(=O)COCc1cc(-c2cccs2)on1	-3%	-21%	3%	-5%
39	Cc1cc(C)cc(-n2ccnc2SCC(=O)Nc2cccc3ccccc23)c1	21%	-11%	-1%	21%
40	CN(C(=O)Cn1cc(S(=O)(=O)N2CCN(c3ccccc3F)CC2)c2ccccc2c1=O)c1ccc(Cl)cc1	2%	-35%	1%	-16%
41	CCCCOc1ccccc1C(=O)Nc1onc2c1CCCC2	5%	-35%	-7%	28%
42	CCOc1ccccc1C(=O)Nc1nc2c(s1)CC(C)CC2 (stereo unspecified)	?	-16%	-6%	-24%
43	Cc1ccc(CSc2oc(-c3cccs3)nc2S(=O)(=O)c2ccccc2)cc1	2%	-18%	0%	-8%
44	Cc1cccc(CSc2cn(CC(=O)N3CCCC3)c3ccccc23)c1	-2%	-19%	1%	9%
45	CCOc1ccc(-c2cc3nc(C4CCN(C(=O)OC(C)(C)C)CC4)c(C(=O)Nc4ccc(C)c(F)c4)cn3n2)cc1	7%	0%	4%	-12%
46	CCSc1nnc2c(n1)OC(c1ccc(C)s1)Nc1ccccc1-2 (stereo unspecified)	-4%	2%	-9%	17%
47	Cc1cccc(NC(=O)CSc2nc3ccc(NC(=O)c4ccco4)cc3s2)c1	-16%	-13%	0%	-5%
48	Cc1ccc(C)c(NC(=O)C2CCN(c3ncnc4c3nc3n4CCCCC3)CC2)c1	-6%	-12%	1%	-2%
49	CCc1ccc(-c2[nH]c3c(c2-c2c(-n4cccc4)n(C)c(=O)[nH]c2=O)c(=O)[nH]c(=O)n3C)cc1	-2%	-9%	-3%	-13%
50	COc1cccc(-c2cc(C(=O)Nc3c(C)nn(Cc4ccccc4Cl)c3C)no2)c1	31%[activator]	.	1%	24%
51	O=C1c2[nH]nc(-c3ccccc3)c2C(c2ccccc2)N1c1cccc(C(F)(F)F)c1 (stereo unspecified)	?	?	-1%	?

item	GALK inh	NTMT1 inh	B2AR arrestin ag
37	0%	26%	0%
38	0%	2%	2%
39	1%	?	-1%
40	3%	18%	1%
41	0%	-29%	1%
42	1%	-13%	-4%
43	7%	10%	-1%
44	0%	-4%	0%
45	7%	10%	0%
46	4%	?	1%
47	6%	-1%	-3%
48	1%	10%	0%
49	2%	?	-4%
50	-2%	.	1%
51	-1%	-12%	0%

Some of the compounds tested (hit frequency here may not be typical).
